# VLA-4 inh: inhibition in a human VLA-4 binding assay; P13612; inhibition, % (about 7 µM as worked out from the volumes in the protocol); hit rate 0.2% among 330,000; VLA-4 expressing cells, ligand binding flow cytometry; in the data active = inhibition above about 50%
# PP5 inh: PP5 (human) phosphatase inhibition | AID 1987 | inhibition, % at 6.7 µM | hit rate 0.18% among 320,000 | purified PP5c, OMFP substrate fluorescence | P53041;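 active = inhibition above the campaign's mean inhibition across all tested compounds plus 3 SD, cut at about 9.5% in these data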;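 note: 0% = DMSO only and 100% = 100 µM cantharidin control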
# Target sequence (P53041 whole entry, looked up): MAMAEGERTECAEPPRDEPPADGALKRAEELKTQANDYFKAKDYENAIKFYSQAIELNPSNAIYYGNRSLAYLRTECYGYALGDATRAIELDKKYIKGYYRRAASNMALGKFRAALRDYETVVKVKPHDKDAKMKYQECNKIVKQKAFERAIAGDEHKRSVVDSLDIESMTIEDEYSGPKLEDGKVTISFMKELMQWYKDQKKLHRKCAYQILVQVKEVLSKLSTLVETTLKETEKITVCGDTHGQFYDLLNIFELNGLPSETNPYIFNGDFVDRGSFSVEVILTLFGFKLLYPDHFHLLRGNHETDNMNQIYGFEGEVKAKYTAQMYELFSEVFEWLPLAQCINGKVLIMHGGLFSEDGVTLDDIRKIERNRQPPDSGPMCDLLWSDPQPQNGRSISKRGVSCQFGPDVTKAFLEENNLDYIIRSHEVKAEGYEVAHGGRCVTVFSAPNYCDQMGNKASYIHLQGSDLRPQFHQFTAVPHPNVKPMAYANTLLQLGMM
# proCasp7 act: activates human procaspase-7, counter-screen for procaspase-3 activators | recombinant procaspase-7, Ac-DEVD-pNA absorbance 405 nm; D23A/D198A/D206A triple mutant, cannot self-cleave; scale: DMSO 0, 5 µM enzyme 100 | hit rate 0.093% among 330,000 | AID 463210 | activation, % at 8.5 µM;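 active = percent activation above the screen-wide mean plus 3 SD, cut at about 25% in these data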
#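 Material: Procaspase-7 triple mutant (PC-7 D3A) | Quantity: 2 µM procaspase-7 mutant as dispensed | Reagent: DEVD-pNA substrate | Times: 1 h preincubation, 2 h reaction | Technique: 405 nm absorbance of p-nitroaniline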
# core dimer inh: blocks dimerization of HCV core protein. TR-FRET GST/Flag-core106 dimerization, 1536-well. inhibition, % at 5 µM. hit rate 0.33% among 300,000;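 active = inhibition above the mean of all tested compounds plus 3 SD, set per screening campaign, cut at about 45% in these data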
#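 Assay system – GST-tagged and Flag-tagged HCV core protein residues 1-106 · Quantity – core106 proteins, GST 13.5 nM and Flag 17 nM · Benchmarks – unlabelled core106 and no-GST-core106 wells · Read-out basis – percent inhibition of core106 dimerization signal · Detection – time-resolved FRET, ex 340 nm, em 617 and 671 nm · Schedule – 4 h at 22.5 °C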
# GASC-1 inh: blocks human GASC-1 demethylase activity. Q9H3R0. GST-JMJD2C(1-420) H3K9me3 demethylation, DELFIA europium. inhibition, % at 2.35 µM. hit rate 0.069% among 330,000;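 active = more than half of a compound's replicate wells show inhibition beyond 50%, single wells judged on their own value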;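 note: signal counts dimethyl H3K9 product captured on neutravidin plate; 0% = median of DMSO wells and 100% = 0.3 times that DMSO median; strong numbers were not always called active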
# PP1 counter: counter-screen for PP5 inhibitors: inhibitors of human PP1-alpha; P62136; purified PP1alpha, OMFP fluorescence; inhibition, % at 6.7 µM; hit rate 0.9% among 320,000; AID 2235;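 active = inhibition above the mean inhibition of all tested compounds plus 3 SD, computed separately for each screening campaign, cut at about 15% in these data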
# Target sequence (P62136 whole entry, looked up): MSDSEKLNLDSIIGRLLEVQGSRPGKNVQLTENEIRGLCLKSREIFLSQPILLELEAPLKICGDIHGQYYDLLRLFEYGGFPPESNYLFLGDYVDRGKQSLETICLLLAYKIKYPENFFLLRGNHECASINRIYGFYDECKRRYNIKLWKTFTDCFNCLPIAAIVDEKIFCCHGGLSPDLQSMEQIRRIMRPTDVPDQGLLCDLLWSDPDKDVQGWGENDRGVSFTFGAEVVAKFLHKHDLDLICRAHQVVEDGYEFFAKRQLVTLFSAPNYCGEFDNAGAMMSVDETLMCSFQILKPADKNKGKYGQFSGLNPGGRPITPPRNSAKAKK
# procasp3 activ: activators of human procaspase-3. P42574. recombinant procaspase-3 D3A, Ac-DEVD-pNA absorbance 405 nm. activation, % at 8.5 µM. hit rate 0.11% among 330,000. AID 463141;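 active = activation above the mean of all tested compounds plus 3 SD, cut at about 21% in these data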;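 note: 0% = DMSO alone and 100% = DMSO wells spiked with extra 5 µM PC-3 D3A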
# Target sequence (P42574 whole entry D9A/D28A/D175A): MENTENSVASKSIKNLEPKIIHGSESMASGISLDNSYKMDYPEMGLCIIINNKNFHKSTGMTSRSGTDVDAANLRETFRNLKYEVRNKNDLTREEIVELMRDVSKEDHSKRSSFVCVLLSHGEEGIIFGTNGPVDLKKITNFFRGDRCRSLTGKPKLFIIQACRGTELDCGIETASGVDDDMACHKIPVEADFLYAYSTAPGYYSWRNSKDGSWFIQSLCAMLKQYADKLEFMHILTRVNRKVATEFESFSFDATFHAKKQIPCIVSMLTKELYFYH
#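 Assay system – Procaspase-3 D3A mutant · Benchmarks – DMSO low control, extra-enzyme high control · Technique – 405 nm absorbance of p-nitroaniline, reads at 0 and 120 min · Doses – 8.5 µM nominal · Measure – % activation between DMSO and enzyme-spiked controls · Also added – Ac-DEVD-pNA chromogenic peptide substrate · Schedule – 1 h compound preincubation, 2 h substrate hydrolysis at 25 °C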
# CTSL1 counter: blocks F. hepatica cathepsin L1 in PFM18AAP counter-screen; recombinant F. hepatica cathepsin L1, Z-Leu-Arg-MCA fluorescence; AID 1906; inhibition, % at 5.96 µM; hit rate 0.49% among 300,000;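 active = inhibition above the mean of all tested compounds plus 3 SD, set per screening campaign, cut at about 17% in these data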;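 note: 0% = plate median of test compound wells and 100% = 1 µM Z-Phe-Ala-diazomethylketone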
# GRK2 aptamer HTS: blocks RNA aptamer binding to human GRK2 | P25098 | bead flow cytometry, FAM-aptamer displacement from GRK2 | inhibition of aptamer binding, % at 10 µM | hit rate 0.59% among 330,000;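 active = inhibition of aptamer binding above 40%, roughly 3 SD of noise, on plates passing a quality check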;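 note: median bead fluorescence of bound FAM aptamer so fluorescent compounds give negative values; no value below 0 was filed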
# Numbers without * were called inactive; nt = not tested or not shown; & = joins results of further samples.
SMILES,VLA-4 inh,PP5 inh,proCasp7 act,core dimer inh,GASC-1 inh,PP1 counter,procasp3 activ,CTSL1 counter,GRK2 aptamer HTS
Cc1ccc(Cn2c(=N)n(CC(O)c3ccco3)c3ccccc32)cc1 (stereo not given),-3,0.5,4,-7,5,0,6,-1,0
O=C(CCNC(=O)c1ccc([N+](=O)[O-])cc1)Nc1ccccc1N1CCOCC1,28,0.1,5,0,-17,-3,5,2,2
O=C(O)C1Nc2c(Cl)cc(Cl)cc2C2C=CCC12 (stereo not given),-12,0.4,-5,33,7,24*,1,-1,72*
CCC(C)n1c(/C=C/c2ccccc2)nc2ccccc21 (stereo not given),-255,1.3,4,10,-13,0,0,4,0
c1cncc(Nc2c3ccccc3nc3ccccc23)c1,-2,-1.0,-9,-2,-2,0,-5,0,0
Cc1cc(C)cc(NC(=O)N2CCN(S(C)(=O)=O)CC2)c1,-21,-0.4,0,3,-28,-1,1,5,1
COc1ccc(OC)c(NC(=O)c2nnn(Cc3ccc(Br)cc3F)c2N)c1,12,3.4,7,4,-6&-9,-2,2,-1,0
CN(C)S(=O)(=O)c1ccc(Cl)c(NC(=O)COC(=O)c2ccc3c(c2)NC(=O)CS3)c1,-2,1.4,-2,8,18,-2,-4,-4,0
Cc1ccc(NC(=O)COC(=O)COc2cccc3c2OC(C)(C)C3)cc1C,-7,2.3,-4,0,5,-4,0,-3,0
CCN1C(=O)/C(=C\N2CCN(C)CC2)SC1=S,-2,-0.2,5,-2,-4,0,-4,3,0

# Next section, overlapping the part above by two compounds.
SMILES,VLA-4 inh,PP5 inh,proCasp7 act,core dimer inh,GASC-1 inh,PP1 counter,procasp3 activ,CTSL1 counter,GRK2 aptamer HTS
Cc1ccc(NC(=O)COC(=O)COc2cccc3c2OC(C)(C)C3)cc1C,-7,2.3,-4,0,5,-4,0,-3,0
CCN1C(=O)/C(=C\N2CCN(C)CC2)SC1=S,-2,-0.2,5,-2,-4,0,-4,3,0
CCn1c(-c2ccccn2)nc2cc(S(=O)(=O)N(C)C)ccc21,23,3.2,-9,9,6,-1,4,-2,1
CCCCC(NS(=O)(=O)c1ccc(C)cc1)C(=O)Oc1ccc2c3c(c(=O)oc2c1)CCC3 (stereo not given),-2,5.2,19,6,3,8,11,-14,2
C=CCn1c(SCCC)nc2sc3c(c2c1=O)CCc1ccccc1-3,13,2.4,-8,0,-5,-2,-8,0,4
O=C(Nc1ccc(Br)cc1)c1ccco1,5,0.0,3,-1,-4,-3,9,3,0
Cc1ccc(C(=O)NCc2ccc(Cl)c(Cl)c2)o1,-1,1.0,0,-3,-2,-1,5,-2,0
C=CCN(C(=O)CC(NC(C)=O)c1ccccc1)c1nc(-c2ccc(S(C)(=O)=O)cc2)cs1 (stereo not given),-9,2.8,15,2,112,1,-6,-2,0
O=C(O)CCCNc1cc(N2CCN(C(=O)c3ccco3)CC2)c2noc3c2c1C(=O)c1ccccc1-3,-119,5.8,-15,-102,-3,7,-1,7,21
CCOc1nc2cnccc2n(CC(=O)Nc2c(F)c(F)cc(F)c2F)c1=O,-3,-1.1,-6,-2,-4,-3,2,0,0
Cc1ccc(-c2nnn(CC(=O)N(Cc3ccc(F)cc3)C(C(=O)NC3CCCC3)c3ccncc3)n2)o1 (stereo not given),2,4.8,5,12,6,6,11,3,0
O=C(NC1CCCCC1)C1c2ccccc2C(=O)N1Cc1ccc2c(c1)OCO2 (stereo not given),20,1.6,1,2,-21,-2,6,4,0

# Overlap with the part before: 3 entries; new compounds follow.
SMILES,VLA-4 inh,PP5 inh,proCasp7 act,core dimer inh,GASC-1 inh,PP1 counter,procasp3 activ,CTSL1 counter,GRK2 aptamer HTS
CCOc1nc2cnccc2n(CC(=O)Nc2c(F)c(F)cc(F)c2F)c1=O,-3,-1.1,-6,-2,-4,-3,2,0,0
Cc1ccc(-c2nnn(CC(=O)N(Cc3ccc(F)cc3)C(C(=O)NC3CCCC3)c3ccncc3)n2)o1 (stereo not given),2,4.8,5,12,6,6,11,3,0
O=C(NC1CCCCC1)C1c2ccccc2C(=O)N1Cc1ccc2c(c1)OCO2 (stereo not given),20,1.6,1,2,-21,-2,6,4,0
CCOc1cc(/C=C2/C(=O)ON=C2C)ccc1OCc1ccccc1F,40,0.4,-1,9,-4,0,5,-1,3
CCCCCCCCNC(=O)c1cnsn1,1,-1.6,0,1,-7,-1,9,-1,3
CC1Sc2ccc(S(=O)(=O)N3CCC(C(=O)N(C)Cc4ccccc4)CC3)cc2NC1=O (stereo not given),-1,3.2,-7,5,-14,-2,2,2,0
CC(C)(C)c1ccc(S(=O)(=O)NCc2ccc(C(=O)N3CCOCC3)cc2)cc1,-3,0.5,-3,2,28,3,-7,11,0
Cc1ccc(CCNS(=O)(=O)c2cc(Br)cnc2N)cc1,5,2.8,16,-1,18,-4,-7,-3,1
COc1nc(-c2ccc(C)cc2)ccc1-c1noc(-c2cccnc2)n1,20,2.3,11,2,-14,0,1,5,0
O=C(Nc1cnc2sccn2c1=O)c1ccccc1Cl,-2,0.3,-6,5,-2,-3,-2,1,0
O=C(Nc1ccccc1N1CCCC1)c1ccc(Br)o1,11,2.0,-8,-1,4,-2,0,4,0
COC(=O)c1ccccc1NC(=O)CC(NCc1ccccc1)C(=O)O (stereo not given),-1,-2.9,6,1,32,-3,-10,2,1
CCC(C(=O)O)N1C(=O)/C(=C/C(C)=C/c2ccccc2)SC1=S (stereo not given),5,-2.4,-3,14,-2,2,-5,8,0
COc1ccc(S(=O)(=O)N2CCN(C(=O)c3cc(C)on3)CC2)cc1,0,2.4,-11,nt,2,1,-1,nt,3
COc1cc2c3nnc(-c4ccc(F)cc4)c-3cn(Cc3ccc(C)cc3)c2cc1OC,0,2.7,13,2,-4,6,5,2,0
COc1ccc(OC)c(CC(NC(C)=O)C(=O)NC2CCN(c3c(Cc4ccccc4)c(C)nc4ncnn34)CC2)c1 (stereo not given),3,0.5,3,5,5,5,-2,1,1
CCOC(=O)CNC(=O)C1CCCN(c2ncccn2)C1 (stereo not given),9,7.8,-11,-1,7,-2,1,-13,0
Cc1onc(-c2ccccc2)c1-c1nnc(CN2CCN(S(=O)(=O)c3ccccc3)CC2)o1,0,0.1,5,nt,6,1,5,nt,0
CCSc1nnc(CCNC(=O)OC(C)(C)C)o1,10,1.0,-12,0,0,-1,-2,6,1
N#Cc1ccc(NC(=O)COC(=O)c2cccnc2Cl)cc1,22,nt,12,nt,-5,nt,-6,nt,0
COc1ccc(-c2c(-c3ccccc3)c(C(=O)C(=O)NCCCN(C)C)n3ccc4cc(OC)c(OC)cc4c23)cc1OC,24,0.3,-22,-3,-33,1,-5,1,0
Cc1nnc(SCC(=O)NCc2ccc(Cl)cc2)[nH]c1=O,-1,0.0,-7,2,8,-3,8,-2,0
CCOc1ccccc1N1CCN(C(=O)c2cc(S(=O)(=O)N(C)C)ccc2N2CCCC2)CC1,1,-0.6,16,nt,-1,-3,-2,nt,0
COc1ccc(Cl)cc1S(=O)(=O)N1CCC(C(=O)N2CCOCC2)CC1,8,3.1,9,-9,13,0,5,-2,0
CC(C)(C)n1ncc2c(=O)n(CC(=O)NCc3ccc(F)cc3)cnc21,-7,1.2,5,-2,13,-2,5,4,0
Cc1c(OC(C)C(=O)NCCCn2ccnc2)ccc2c3c(c(=O)oc12)CCC3 (stereo not given),12,1.3,9,-1,42,-1,5,1,2
COc1ccc2c(c1)[nH]c1c(=O)n(CCN(C)C)cnc12,14,1.1,11,1,-9,-1,1,-4,6
Cc1ccc(NC(=O)c2n[nH]c(=O)c3ccccc23)cc1S(=O)(=O)N1CCOCC1,8,nt,2,nt,nt,nt,6,nt,0
O=C(CCNS(=O)(=O)c1ccccc1C(F)(F)F)NCc1ccc2c(c1)OCO2,24,-1.2,4,-12,0,-4,32*,-8,0
CCOc1cccc2cc(C(=O)NCc3ccccc3Cl)c(=O)oc12,9,1.8,-5,-5,6,1,2,-6,0
N#CCCCC#Cc1ccc2c(c1)COc1c3ccccc3nn1-2,nt,1.8,4,2,-2,3,6,4,nt
Cc1ccc(N(CC(=O)Nc2ccc(F)c(Cl)c2)S(=O)(=O)c2c(C)noc2C)cc1,-3,3.2,-3,4,6,5,-5,6,0
CCn1c2ccccc2c2cc(NC(=O)CN(C)CC(=O)Nc3ccc(N4CCOCC4)cc3)ccc21,0,2.7,1,-2,-4,0,-2,1,0
CC(C)(C)OC(=O)NCCCCCc1cn(CC(=O)NCCCCCCCCCCC(=O)N2CCN(C(=O)OC(C)(C)C)CC2)nn1,11,1.4,10,10,0,2,3,-1,0
O=C(C1CC(=O)N(c2ccccc2)C1)N1CCN(c2ccccc2)CC1 (stereo not given),5,2.7,0,3,1,-2,3,-2,1
O=C1N[C@H](Cc2ccccc2)C(=O)N[C@H]1Cc1cn(S(=O)(=O)c2ccccc2)c2ccccc12,-13,3.2,-6,4,-17,1,8,3,3
CC(C)c1ccc(-c2csc3nc[nH]c(=O)c23)cc1,2,3.5,-11,1,2,3,6,-6,5
O=C(C[n+]1cccc(O)c1)NCc1ccc(Cl)cc1,17,-1.7,5,8,6,1,5,4,0
COc1cccc(/C=C2\Oc3cc(OCC(=O)N4CCCC4)ccc3C2=O)c1OC,1,0.4,2,5,-3,1,-1,5,3
Cn1nc(C(=O)Nc2nnc(C3CC3)s2)c2ccccc2c1=O,-5,0.4,-4,3,23,3,-1,-1,14
COc1ccccc1N(C)S(=O)(=O)c1ccc(C(=O)OCC(=O)N2CCC2)cc1,-2,0.0,1,0,-1,-2,7,0,1
Cc1ccc(C(=O)N2CCN(c3ccccn3)CC2)cc1,-9,-2.9,10,-3,5,-1,-7,5,0
Cc1ccc(C)c(NC(=O)c2ccc(OCc3c(C)noc3C)cc2)c1,10,-1.3,0,nt,8,-2,2,nt,0
COc1ccc(NC(=O)CSCc2cc(=O)n3c(C)csc3n2)cc1,5,3.3,-11,-10,-36,0,1,3,0
CC(C)Oc1ccc(Cn2c(=O)sc3ccccc32)cc1,4,1.0,-8,7,17,2,-3,0,3
CSc1ccc(CN2CCC(n3nccc3NC(=O)c3ccccc3C)CC2)cc1,11,-0.7,10,3,-6,-6,-8,-6,3
CN(Cc1ccccc1)C(=O)COc1ccc2ccccc2c1,15,2.2,3,-1,-1,-4,8,-4,1
O=C(O)COc1ccc(-c2nnn(CC(=O)O)n2)cc1,6,2.0,-2,-4,4,-2,0,-1,0
O=C(C1CCN(Cc2cccs2)CC1)N1CCN(Cc2ccc3c(c2)OCO3)CC1,-1,2.6,7,-10,9,1,1,-1,0
O=S(=O)(CCc1ccncc1)C1Cc2cccc3cccc1c23 (stereo not given),28,1.3,-9,0,7,-7,-15,-3,0
COc1cc(C=O)ccc1OCCOCCOc1ccccc1Cl,24,0.8,-16,7,7,-3,-3,2,0
CCOC(=O)/C=C1\SCC(=O)N1CC(=O)NC(c1ccccc1)c1ccccc1,10,0.2,-1,-8,-6,3,1,5,0
O=C(N/N=C/c1cccnc1)c1ccccc1,6,0.9,1,8,6,0,4,2,5
Cc1cc(C)cc(NC(=O)C2CCN(S(=O)(=O)c3ccc4[nH]c(=O)ccc4c3)CC2)c1,-3,4.8,3,31,-16,2,-11,-1,0

# Source: PubChem BioAssay
